# Assay outcomes (PubChem)
# GAA inh: inhibitors of human lysosomal alpha-glucosidase; purified human GAA, 4-MU-alpha-glucoside fluorescence; P10253; Potency, µM (series often up to 76.9 µM), for the others: at the highest dose activity change, negative = inhibition, actives largely listed as inhibitors; 200,000 compounds, 0.005% hits;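 further: plate controls were uninhibited enzyme wells for no effect and no-enzyme background for full effect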
#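 qHTS format, compound range up to 77 uM. Human lysosomal enzyme at 4 nM, 400 uM 4-MU glucoside substrate, pH 5.0, 20 min room temperature; fluorescence after alkaline stop gives activity normalized to controls.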
# HTT aggregate: reduces HttQ103-GFP aggregates in PC12 cells | Potency, µM (doses to about 46.1 µM), without a hit: at the highest dose activity change, negative = inhibition, most hits filed as inhibitors | PC12 HttQ103-GFP aggregates, Acumen cytometry, 40 h | 220,000 compounds, 1.1% hits | AID 1688; further: on the % scale 0 is the no-effect control and ±100 the full control effect; nearly all actives have a fitted effect of over 60% in size
#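 Inducible Q103 Huntingtin exon 1–GFP PC12 line, 1500 cells/well in phenol red free DMEM with 5% equine and 5% calf serum. Tebufenozide 100 nM induced expression; compounds titrated; aggregates quantified by cytometry.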
# HTT ATP protect: cytoprotection in Huntington HTT-Q103 PC12 cell model; PC12 HTT-Q103 induced, cytoprotection, ATP luminescence, 40 h; Potency, µM (highest dose often 56.4 µM), for inactives: cytoprotection (ATP increase), usual class: activators; 230,000 compounds, 0.14% hits;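 further: % of control where 0% means no effect; nearly all actives have a fitted effect of over 45% in size; toxic huntingtin expression switched on by the ecdysone agonist tebufenozide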
#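 PC12 cells with ecdysone-inducible HTT exon 1 Q103-GFP, induced with 100 nM tebufenozide and co-treated with library compounds in a dose series (1536-well, 1500 cells/well). Cytoprotection read as ATP content by ATPlite luminescence.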
# GoLoco inh red: blocks human Gai1 binding to RGS12 GoLoco peptide, red readout | P63096 | Gai1:RGS12 GoLoco peptide FP, rhodamine, 10 min | Potency, µM (titrated, usually from 61.6 µM), inactives show at the top dose activity, negative = inhibition, hits mostly inhibitors | 230,000 compounds, 0.44% hits | AID 880; active means well fitted inhibition curve with a large enough effect, not every such curve was filed as active; inactive means no such curve, though single readings can be large or run the other way; further: on the % scale 0 is the no-effect control and ±100 the full control effect; nearly all actives have a fitted effect of over 30% in size; many of its hits are not listed in these tables
# Target sequence (P63096 whole entry, looked up): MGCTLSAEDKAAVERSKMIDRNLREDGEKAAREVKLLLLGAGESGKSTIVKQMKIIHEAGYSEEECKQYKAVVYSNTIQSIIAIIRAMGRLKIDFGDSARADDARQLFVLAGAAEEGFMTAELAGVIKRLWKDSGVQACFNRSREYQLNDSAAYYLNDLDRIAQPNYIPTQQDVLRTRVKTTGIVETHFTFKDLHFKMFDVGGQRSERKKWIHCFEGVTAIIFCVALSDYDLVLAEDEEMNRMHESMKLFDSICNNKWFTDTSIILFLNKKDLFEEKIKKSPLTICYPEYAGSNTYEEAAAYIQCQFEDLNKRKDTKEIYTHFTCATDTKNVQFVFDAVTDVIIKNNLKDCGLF
# GAA spleen mod: lysosomal alpha-glucosidase (human) modulation | AID 2112 | 240,000 compounds, 0.006% hits | P10253 | Potency, µM (series often up to 79.9 µM), for the others: at the highest dose activity change, negative = inhibition, actives largely listed as inhibitors | human spleen homogenate, 4-MU-alpha-glucoside fluorescence;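 further: 0% = enzyme with vehicle and -100% = no enzyme basal signal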
#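 Human spleen homogenate (1 ug) with 4-methylumbelliferyl-alpha-D-glucopyranoside (1 mM final) in 50 mM citrate/phosphate pH 5.0, 0.01% Tween-20; 40 min at 37 C. Stopped at pH 10; 4-MU fluorescence Ex 365/Em 440 nm; AC50 by Hill fit.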
# GAA glycogen: alters human alpha-glucosidase cleavage of glycogen | P10253 | recombinant GAA, glycogen substrate, Amplex Red glucose oxidase fluorescence | Potency, µM (highest dose often 76.4 µM), without a hit: at the top dose activity change, negative = inhibition, actives largely listed as inhibitors | 300,000 compounds, 0.38% hits | AID 2100;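 further: 0% = full enzyme reaction and -100% = no-enzyme basal signal; the screen sought inhibitors and activators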
#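 Natural-substrate format: glycogen cleavage by 4 nM human enzyme, glucose read by Amplex Red coupling (Ex 573, Em 610 nm). Normalized to enzyme and no-enzyme controls.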
# IMPase Li inh: membrane-permeable IMPase blocker, potentiated with lithium; CHO-M1 cells, IP1 TR-FRET (IP-One), carbachol + lithium; Potency, µM (doses to about 59.4 µM), for the others: top-dose activity, negative = IMPase inhibition, actives largely listed as inhibitors; 210,000 compounds, 0.35% hits; AID 1457;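 further: IP1 builds up when IMPase is blocked and the TR-FRET signal falls; plate controls were basal vehicle for no effect and high inhibitor control for full effect; nearly all actives have a fitted effect of over 50% in size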
#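 CHO cells stably expressing M1 receptor (2000/well) were cultured 16–30 h, then exposed to compounds with a small lithium addition for 30 min at 37C. IP1 was measured by TR-FRET competition; AC50 from Hill fits.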
# An asterisk follows results filed as active; ? = inconclusive; nt = not tested or not shown; [ ] = remark or other dose. Unless noted, the call rests on the fitted dose curve; in most records, active means well fitted curve in the direction sought with a large enough effect; inconclusive means small, poorly fitted or top-dose-only effect, or another doubt; inactive means no such curve, though single readings can be large; an effect the other way counts as inactive or inconclusive. Potency means the concentration at half of the fitted maximal effect. Only part of the results is shown. The share of hits here may be higher or lower than overall.
SMILES,GAA inh,HTT aggregate,HTT ATP protect,GoLoco inh red,GAA spleen mod,GAA glycogen,IMPase Li inh
CC1=C(C(=O)OC(C)C)C(C)C(C(=O)OC(C)C)=C(C)N1,0.6%,-2.8%,10.9%[0.074 µM],3.0%,-3.3%,-17.7%,0.9%[38.3 µM]
O=C(NC(=S)N1CCN(c2nc(-c3ccccc3)cs2)CC1)c1cncc(Br)c1,?,8.7%[9.22 µM],18.1%[10 µM],1.2%,1.9%,17.1%,14.4%
Cc1nn(C)cc1CN(C)C(=O)c1cc(-c2ccccc2)nc2ccc(Br)cc12,-7.7%,-4.4%,-49.7%[inhibitor],-0.7%,-4.2%,7.5%,?
COc1cccc(C(=O)Nc2ccc(C)cc2)c1,3.5%,-21.9%,-89.9%[inhibitor][10 µM],4.8%,-1.3%,2.1%,3.2%[38.3 µM]
O=C(CSc1ncc(-c2ccc(F)cc2)[nH]1)N1CCCCC1,4.0%,-6.5%,12.4%[10 µM],3.4%,-4.1%,-1.4%,-1.3%
Cc1[nH]nc2c1C(c1cccc(O)c1)C1=C(CC(C)(C)CC1=O)N2 (configuration not stated),0.2%,nt,?,5.4%,3.6%,-12.8%,-4.6%[38.3 µM]
CS(=O)(=O)c1ccc2nc(NC(=O)c3ccc(N4CCCC4=O)cc3)sc2c1,-7.6%,-3.0%[9.22 µM],-11.0%[10 µM],-4.7%,9.2%,3.7%,nt
COc1ccc(CNC(=O)CN2CCN(C(c3ccccc3)c3ccccc3)CC2)cc1,-14.8%,-22.9%,-2.4%[10 µM],-1.6%,-6.6%,-2.9%,28.2%
COc1ccccc1N1CCN(C(=O)CSc2ccc3c(C)cc(C)nc3n2)CC1,1.1%,6.8%,4.2%[10 µM],3.4%,-0.3%,?,6.3%
O=C(CSc1nc(O)cc(=O)n1-c1ccccc1)Nc1ccc(Br)cn1,-1.2%,?,7.9%,25.3%,2.1%,10.8%,-1.2%
CC1(C)CC(=O)c2cc(OCC(=O)O)ccc2O1,?,7.1%,-16.2%[0.074 µM],-8.2%,17.7%,6.5%,?
COc1ccc(C2CC(C(F)(F)F)n3ncc(C(=O)NCC4CCCO4)c3N2)cc1OC (configuration not stated),8.0%,?,-31.0%,12.8%,3.4%,-7.6%,-5.1%[38.3 µM]
CN(c1ccccc1)c1cc(=O)[nH]c(=O)[nH]1,-6.8%,5.0%,nt,2.3%,-7.1%,-1.4%,-0.6%
CC(C)CNC(=O)c1ccccc1NC(=O)CN(c1ccccc1)S(=O)(=O)N(C)C,-4.0%,-4.1%[9.22 µM],0.3%[10 µM],0.6%,9.1%,0.7%,4.4%
O=C(O)CNC(=O)/C(=C\c1cccc([N+](=O)[O-])c1)NC(=O)c1ccco1,nt,-9.2%[9.22 µM],-4.8%[10 µM],-3.4%,-12.9%,-2.3%,nt
O=S(=O)(c1ccccc1)N1CCN(c2ccnc3cc(Cl)ccc23)CC1,?,?,-101.2%[inhibitor],13.2%,-17.6%,-24.0%,22.0%
Cc1ccc(C=Nc2ccccc2C(N)=O)s1,12.4%,-17.3%,-13.5%[10 µM],-3.0%,4.5%,-2.7%,-8.3%
N/C(=N\OC(=O)c1cccc2ccccc12)c1ccc(Br)cc1,2.2%,12.9%,-56.1%[inhibitor][10 µM],-10.3%,4.4%,-4.5%,10.7%
CCCCn1nc2cc(C(=O)NCc3ccccc3)ccc2c1OCC,-3.3%,-7.3%,-18.9%,9.1%,0.9%,2.9%,-10.1%[38.3 µM]
Cc1nnc(NC(=O)CSc2nc(C3CCCCC3)nc3ccccc23)s1,2.9%,0.8%,8.2%[10 µM],7.8%,1.4%,7.7%,6.31µM*
C=CCSc1nccc(-c2nn(-c3ccc(C)cc3)ccc2=O)n1,1.6%,-6.3%,-60.3%[inhibitor],-4.6%,-2.0%,1.8%,6.1%[38.3 µM]
O=C1c2ccccc2NC2CCCCCN12 (configuration not stated),?,-6.8%,9.3%[10 µM],83.6%[activator],0.3%,-7.9%,10.3%
N#Cc1c(Cl)nc(SCc2ccccc2)nc1-c1ccccc1,-0.1%,?,-2.7%,12.3%,1.1%,5.9%,2.51µM*
COc1ccc(-c2c(NC(=O)C(C)C)n(C)c3ccccc3c2=O)cc1,-4.0%,-1.7%,-0.1%,1.4%,-1.7%,4.5%,12.3%[38.3 µM]
CC1(OC(=O)CCc2ccccc2)C(=O)C=C2C=C(C3CC3)OC=C2C1=O (configuration not stated),nt,nt,23.0%,26.6%,-1.5%,nt,14.4%

# Carrying on.
SMILES,GAA inh,HTT aggregate,HTT ATP protect,GoLoco inh red,GAA spleen mod,GAA glycogen,IMPase Li inh
COC(=O)CN1C(=O)S/C(=C/c2ccc(N3CCCCC3)o2)C1=O,-12.6%,?,-32.1%,203.0%[activator],-14.8%,?,18.2%[38.3 µM]
CC(C(=O)NCCc1nc2ccccc2[nH]1)n1cc([N+](=O)[O-])cn1 (configuration not stated),-6.1%,-17.1%,17.7%,4.3%,-0.3%,0.0%,-1.9%
CC(NC(=O)CSc1nnc(CC(=O)Nc2ccc(Cl)c(Cl)c2)n1C)c1ccccc1 (configuration not stated),1.7%,-18.9%,8.9%[10 µM],-123.2%,-1.9%,0.1%,-2.6%[38.3 µM]
COCCNC(=O)c1ccccc1-c1nc(-c2ccccc2OC)no1,-4.9%,-0.3%,-26.7%,8.6%,-3.7%,-12.8%,7.8%[38.3 µM]
COc1ccccc1-c1nc(NCCN2CCOCC2)c2ccccc2n1,nt,nt,-4.9%,0.6%,2.3%,nt,6.1%
COc1cc(C(C(=O)NC2CCCCC2)N(Cc2ccco2)C(=O)c2cnccn2)cc(OC)c1OC (configuration not stated),?,8.0%[9.22 µM],?,14.0%,5.2%,-29.4%,-6.0%
O=C(CN1CCOCC1)N/N=C/c1ccccc1,7.3%,10.1%,3.4%[10 µM],-6.8%,1.1%,22.7%,9.4%
Cn1c(SCC(=O)N2CCCCCC2)nc2c([nH]c3ccccc32)c1=O,-4.8%,9.9%,-23.0%,nt,-2.0%,-3.4%,nt
COc1cc(CNCCCO)ccc1OCC(=O)NC(C)(C)C,-0.3%,-2.1%,-23.4%,1.8%,9.7%,2.1%,-1.8%
N/C(=N\c1nc(C(F)(F)F)cc(=O)[nH]1)Nc1ccc(Cl)cc1,-0.3%,5.4%,8.6%[10 µM],-7.6%,1.6%,-12.3%,5.6%
Cc1c(C#N)c2ccccc2n1CC(=O)O,-0.7%,3.6%,-0.3%[10 µM],5.7%,3.1%,10.1%,-4.1%[38.3 µM]
CSc1n[nH]c(NC(=O)c2c(-c3c(Cl)cccc3Cl)noc2C)n1,nt,11.5%[9.22 µM],24.3%[10 µM],9.0%,-8.4%,0.3%,nt
COc1ccc(-c2nc(CC(=O)O)cs2)cc1,1.6%,5.4%[1.84 µM],?,6.4%,4.5%,-14.0%,1.6%[38.3 µM]
CCC1CCCCN1CCCNC(=O)C1CCN(S(=O)(=O)N2CCCCC2)CC1 (configuration not stated),4.0%,9.4%,6.6%,5.4%,-6.1%,-4.8%,23.1%[38.3 µM]
O=C(Cc1ccccc1)N/N=C/C=C/c1cccc([N+](=O)[O-])c1,-4.2%,5.7%,0.0%,5.7%,-7.1%,9.1%,-3.1%[38.3 µM]
CCOC(=O)c1cnn(-c2ccccn2)c1N,-2.1%,-11.9%,-20.7%,9.8%,-3.1%,-6.7%,-20.5%[38.3 µM]
COC(=O)C(/C=N/O)NC(=O)c1ccccc1 (configuration not stated),-1.4%,5.6%,-9.3%[10 µM],3.6%,2.2%,?,8.9%
COc1cccc(NC(=O)Cn2c(=O)n(CCC(=O)NCc3ccco3)c(=O)c3ccccc32)c1,-5.2%,20.7%,3.16µM*,7.3%,-2.5%,-1.1%,3.6%
CN(C)C(=O)c1nc2ccccc2s1,-2.4%,7.9%,nt,8.3%,-0.8%,8.5%,1.0%
COc1ccc(CN(C(=O)CN2C(=O)c3ccccc3S2(=O)=O)C(C(=O)NCC2CCCO2)c2ccncc2)cc1 (configuration not stated),-2.8%,-14.7%,19.1%[10 µM],-2.4%,3.5%,-29.6%,0.4%
CCOC(=O)c1c(NC(=O)OC)sc(C(=O)N(C)C)c1C,-2.4%,3.9%,4.1%[10 µM],-0.8%,3.5%,-0.7%,5.5%[38.3 µM]
Cc1cccc(NC(=O)COC(=O)CCc2ccc(S(=O)(=O)N3CCOCC3)cc2)c1C,-0.6%,0.3%[9.22 µM],-4.1%,14.8%,-0.1%,-2.4%,-8.8%
CN(C)CCNc1ncnc2c1sc1nc(-c3ccccc3)c3c(c12)CCCC3,nt,?,-94.4%[inhibitor][10 µM],39.8%[activator],-1.2%,4.4%,nt
COc1ccccc1NC(=O)Cc1nc(CCl)cs1,3.8%,4.3%,-6.5%[10 µM],5.0%,-3.2%,-2.1%,-1.9%
CCOCCc1c(O)nc(SCC)[nH]c1=O,nt,15.9%[9.22 µM],11.6%[10 µM],-54.7%,3.1%,4.3%,nt
Cc1cnn(-c2ccc3nnc(-c4ccc(Cl)cc4)n3n2)c1,-2.7%,-0.1%,-74.9%[inhibitor],-5.5%,-2.8%,-10.8%,-15.9%[38.3 µM]
Cc1ccc(S(=O)(=O)NCCC(C)C)cc1[N+](=O)[O-],3.5%,?,14.9%[10 µM],-4.6%,-8.4%,4.2%,2.6%
O=C(CSc1ccccc1)Nc1ccc(N2CCN(c3ccccc3)CC2)c(F)c1,-3.1%,-8.9%,11.7%,0.0%,-13.7%,-1.0%,-16.2%[38.3 µM]
COC(=O)CNC(=O)C1(CC(C)C)C=CCN1C(C)=O (configuration not stated),nt,nt,-6.5%,-2.4%,-1.0%,nt,-12.4%
Nc1nc(-c2ccco2)nc(N2CCCCC2)n1,-3.8%,-10.1%,-15.4%,5.5%,-3.7%,-0.5%,-12.8%[38.3 µM]

# Among those listed so far, these contain fluorine.
SMILES,GAA inh,HTT aggregate,HTT ATP protect,GoLoco inh red,GAA spleen mod,GAA glycogen,IMPase Li inh
O=C(CSc1ncc(-c2ccc(F)cc2)[nH]1)N1CCCCC1,4.0%,-6.5%,12.4%[10 µM],3.4%,-4.1%,-1.4%,-1.3%
COc1ccc(C2CC(C(F)(F)F)n3ncc(C(=O)NCC4CCCO4)c3N2)cc1OC (configuration not stated),8.0%,?,-31.0%,12.8%,3.4%,-7.6%,-5.1%[38.3 µM]
N/C(=N\c1nc(C(F)(F)F)cc(=O)[nH]1)Nc1ccc(Cl)cc1,-0.3%,5.4%,8.6%[10 µM],-7.6%,1.6%,-12.3%,5.6%
O=C(CSc1ccccc1)Nc1ccc(N2CCN(c3ccccc3)CC2)c(F)c1,-3.1%,-8.9%,11.7%,0.0%,-13.7%,-1.0%,-16.2%[38.3 µM]
